Rac1 GTP hydrolysis: MgcRacGAP GTPase-activating activity inhibitors, confirmation, biochemical, ADP Hunter fluorescence | MgcRacGAP-stimulated Rac1 GTP hydrolysis, ADP Hunter fluorescence; higher % means a stronger effect; GST-tagged Rac1 F28L mutant substrate | inhibition, % at 30 µM, or IC50 in µM where a hit was titrated | 0.6% of 340,000 active | AID 624330, 2012;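 active means first-screen hits whose inhibition reached a set limit at any dose in the follow-up dose series; inconclusive means inhibition above the set first-screen limit but never retested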;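 further: fluorescence reports GDP produced by GAP-driven GTP hydrolysis; strong numbers were not always called active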
Siah-1 displacement: Siah-1 peptide-binding antagonists, primary screen, biochemical, fluorescence polarization, rhodamine-plectin, uHTS (AID 1817) | Siah-1 / rhodamine-plectin peptide fluorescence polarization; higher % means a stronger effect | one-dose displacement, % at 20 µM; IC50 in µM for titrated hits | 0.02% of 290,000 active;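 active means displacement of at least 50% at 20 µM, with a fluorescence ratio check between 0.3 and a set limit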;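 further: plate controls were Siah plus tracer with DMSO for no effect and tracer alone without Siah for full effect; strong numbers were not always called active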
GPR35 arrestin U2OS: GPR35 antagonists blocking zaprinast-driven arrestin recruitment, primary screen, imaging, U2OS, beta-arrestin-GFP, zaprinast agonist (AID 2058) | inhibition, % at 10 µM; hits with a dose series show IC50 in µM | U2OS GPR35 beta-arrestin-GFP translocation imaging, zaprinast antagonism; higher % means a stronger effect | 0.052% of 290,000 active | G-protein coupled receptor 35 (Homo sapiens);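 active means inhibition of at least 50% with at least 30 cells and total cytoplasm GFP at most 10,000,000; inconclusive means under 30 cells or total GFP of 10,000,000 plus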
Myeloid diff MLP: induction of myeloid progenitor differentiation, primary screen, cell-based, flow cytometry, MLPCN library. calls only at 10 µM. ER-HoxA9 myeloid progenitors, lysozyme-GFP differentiation. 1% of 360,000 active;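 active means normalized GFP-positive differentiation at or above the plate's own cutoff, the solvent-only control mean plus 3 SD; inconclusive means no clear call, values can overlap the other calls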;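 further: cells exposed to compound for four days before flow analysis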
HIV fusion peptide: inhibitors of HIV fusion peptide binding, primary screen, biochemical, uHTS, fluorescence dequenching (AID 1986) | cell-free peptide binding, fluorescence dequenching, 30 min; higher % means a stronger effect | inhibition, % at 20 µM, or IC50 in µM where a hit was titrated | 0.3% of 290,000 active; in the data active means inhibition mostly above about 52%, no sharp cut-off; inactive means mostly below about 76%; further: some results filed as inactive read as strong as hits
GPR55 antagonists: GPR55 antagonists blocking LPI-driven arrestin recruitment, primary screen, imaging, U2OS, beta-arrestin-GFP, LPI agonist (AID 2013) | G-protein coupled receptor 55 (Homo sapiens) | U2OS GPR55 beta-arrestin-GFP translocation imaging, LPI antagonism; higher % means a stronger effect | inhibition, % at 10 µM; hits with a dose series show IC50 in µM | 0.13% of 290,000 active;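 active means spots per cell inhibited over 60%, with over 100 cells counted and total cytoplasm intensity under 500,000; inconclusive means wells with under 100 cells, flagged as likely toxic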;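 further: U2OS cells stably carrying GPR55 and arrestin-GFP stimulated by 5 µM LPI near EC80; imaged beta-arrestin-GFP aggregate spots per cell after agonist stimulation; plate controls were LPI-stimulated DMSO wells for no effect and DMSO wells without LPI for full effect; some results filed as inactive read as strong as hits; confirmed hits need IC50 under 10 µM and bright autofluorescent wells are also inconclusive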
PhoP inhibition: inhibitors of PhoP regulon expression, primary screen, Salmonella Typhimurium, GFP reporter (AID 1863). S. Typhimurium PhoP-regulated promoter GFP reporter, 4 h; higher % means a stronger effect. inhibition, % at 50 µM, or IC50 in µM where a hit was titrated. 0.16% of 300,000 active;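 active means inhibition over 29.93%, a cutoff 3 SD above the screen mean, later confirmed by dose response; inconclusive means inhibition over 29.93% but no dose response follow-up; inactive means inhibition at most 29.93% or unconfirmed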;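 further: 0% = low Mg2+ inducing control and 100% = high Mg2+ repressing control; strong numbers were not always called active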
NTR1 ag: agonists of NTR1, primary screen, imaging, U2OS cells, beta-arrestin-GFP, high content (AID 493036); Neurotensin receptor type 1 (Homo sapiens), P30989; NTR1-U2OS beta-arrestin-GFP spot imaging, agonist mode; activation, % at 20 µM; 0.17% of 330,000 active;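 active means activation at or above 40% of the spot to cytoplasm intensity ratio, with at least 20 cells analyzed; inconclusive means wells under 20 cells, flagged as cytotoxic or low count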;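 further: 0% = DMSO without peptide and 100% = 100 nM NTR1 peptide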
Target sequence (P30989 whole entry, looked up): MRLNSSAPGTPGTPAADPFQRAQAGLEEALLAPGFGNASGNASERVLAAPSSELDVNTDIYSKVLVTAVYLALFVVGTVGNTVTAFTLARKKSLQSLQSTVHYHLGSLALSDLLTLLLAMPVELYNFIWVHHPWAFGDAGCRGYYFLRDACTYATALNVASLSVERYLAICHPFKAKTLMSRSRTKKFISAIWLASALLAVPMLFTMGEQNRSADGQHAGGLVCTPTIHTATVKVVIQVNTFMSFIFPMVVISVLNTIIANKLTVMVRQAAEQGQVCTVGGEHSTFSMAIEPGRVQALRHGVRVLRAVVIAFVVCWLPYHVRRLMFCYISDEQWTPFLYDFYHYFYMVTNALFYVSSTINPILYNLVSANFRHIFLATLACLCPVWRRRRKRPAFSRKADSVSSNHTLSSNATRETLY
LYP inhibition: inhibitors of LYP phosphatase, biochemical, fluorescence intensity, uHTS (AID 1779). inhibition, % at 11.5 µM; hits with a dose series show IC50 in µM. 0.054% of 290,000 active. recombinant LYP phosphatase, fluorescence intensity; higher % means a stronger effect; in the data active means inhibition above about 50%;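 further: plate controls were vehicle with enzyme for no effect and no enzyme for full effect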
NTR1 ag cell count 20 µM: further read-out of NTR1 ag, marked with its call; cell count; measured here: cell count, cytotoxicity flag
Myeloid diff MLP GFP+ MAC1+ %: further read-out of Myeloid diff MLP, marked with its call; GFP+ MAC1+ double positive, %; measured here: differentiation confirmed by MAC1 staining
The depositor's hits bear a star; i = inactive; ? = inconclusive; · = no result given.

SMILES	Rac1 GTP hydrolysis	Siah-1 displacement	GPR35 arrestin U2OS	Myeloid diff MLP	Myeloid diff MLP GFP+ MAC1+ %	HIV fusion peptide	GPR55 antagonists	PhoP inhibition	NTR1 ag	NTR1 ag cell count 20 µM	LYP inhibition
COc1cccc(C2C(C(=O)OCc3ccccc3)=C(C)Nc3ncnn32)c1OC (configuration not stated)	2%	5%	-5%	i	2.4	-1.9%	0%	6%	-2.1	56	3%
CN1C(=O)[C@H]2[C@@H](C3CC3)N3C(=O)CN(Cc4ccccn4)C(=O)[C@@]3(Cc3ccccc3)[C@H]2C1=O	7%	2%	-19%	i	1.1	-0.5%	-22%	·	-0.5	81	-17%
COc1ccccc1CNC(=O)CSc1ccc(C(=O)Nc2ccccc2OC)cc1[N+](=O)[O-]	2%	3%	-4%	i	0.2	2.0%	0%	12%	3.3	69	7%
C=CCc1c(O)nc(SCC(=O)c2ccccc2)[nH]c1=O	13%	0%	11%	i	1.5	10%	-18%	25%	-0.5	56	3%
CNc1ccccc1C(=O)OC(C)C(=O)Nc1ccc(S(=O)(=O)N2CCCC2)cc1 (configuration not stated)	7%	2%	5%	i	1.5	2.5%	2%	0%	2.6	48	1%
O=C(CSc1nnnn1Cc1ccccc1)Nc1cccc(F)c1	9%	2%	-2%	i	0.5	-1.1%	-2%	3%	-1.0	42	-6%
COc1ccccc1C(=O)Nc1ccc(C(=O)N2CCCCC2)cc1	4%	-4%	8%	i	0.9	-0.6%	-11%	1%	-0.1	71	-6%
COC(=O)c1c(C)nc(C)c(C(=O)OC)c1-c1ccc(OC)c(OC)c1	6%	-1%	-3%	i	0.1	-1.6%	20%	12%	-0.4	53	-2%
O=C(O)C1CCN(C(=O)COc2ccc3c4c(c(=O)oc3c2)CCC4)CC1	3%	4%	10%	i	1.4	-1.7%	18%	-1%	1.1	57	-3%
COc1ccc(/C=C(/NC(=O)c2ccco2)C(=O)Nc2ccc(C(=O)O)cc2)cc1	5%	2%	-9%	i	0.9	3.5%	-8%	1%	1.4	60	0%
O=C(COc1ccc(Cl)cc1)Nc1ccccc1Cl	13%	-7%	11%	i	0.6	-0.8%	12%	0%	1.1	63	-6%
Oc1ccccc1CN1CCCC(N2CCc3ccccc3C2)C1 (configuration not stated)	12%	2%	2%	i	0.4	0.5%	6%	2%	0.7	65	-10%
CC(C)C(NC(=O)C12CC3CC(CC(C3)C1)C2)C(=O)O (configuration not stated)	8%	2%	-4%	i	1.8	-0.3%	-7%	9%	0.8	68	-11%
Cc1ccc(Nc2nc(/N=C/NO)n[nH]2)cc1C	3%	-5%	-3%	i	1.0	-2.8%	-7%	-7%	0.4	61	-10%
N/C(=N\c1nc2c(c(=O)[nH]1)CCCC2)Nc1ccccc1	5%	-1%	-10%	i	0.5	-1.7%	6%	-3%	0.9	53	-3%
Cc1ccc2c(c1)N(CC(=O)NCc1cccs1)C(=O)C(C)O2 (configuration not stated)	6%	-2%	5%	i	0.8	0.9%	19%	-2%	-2.3	81	-5%
Cc1ccc(N2C(=O)N(CC(=O)C(C)(C)C)c3ccccc3S2(=O)=O)cc1	·	-5%	19%	·	·	-1.5%	9%	-6%	·	·	0%
C/C(=N/OCO/N=C(\C)c1ccccc1)c1ccccc1	6%	2%	17%	i	0.7	0.1%	-8%	-1%	0.0	66	-13%
O=C(Nc1ccccc1)Nc1ccc(Cl)c([N+](=O)[O-])c1	6%	5%	-2%	i	0.2	-0.5%	14%	45µM*	33	53	4%
CCOC(=O)C(=CNc1ccc(NC2=NCC(C)S2)cc1)C(=O)OCC (configuration not stated)	11%	8%	-3%	i	0.7	-3.2%	4%	8%	·	·	10%
COc1cc(CN2CCNC(=O)C2CC(=O)N2CCc3ccccc3C2)cc(OC)c1 (configuration not stated)	6%	1%	5%	i	0.2	2.0%	16%	-4%	0.1	82	0%
COc1ccc(-n2c(SCC(=O)Nc3ccc(NC(C)=O)cc3)nc3ccccc3c2=O)cc1	1%	-2%	-4%	i	1.1	0.1%	-2%	3%	0.3	92	-9%
CN1CCC(OC(=O)COc2ccc(C(C)(C)C)cc2)CC1	-2%	-2%	21%	i	0.9	1.2%	21%	15%	0.5	61	-7%
O=C(N/N=C/c1cc([N+](=O)[O-])ccc1O)c1cccc2cc[nH]c12	0%	-12%	9%	·	·	-0.4%	0%	-5%	7.3	69	-2%
O=C(NC(=O)C(F)(F)F)Nc1ccc(S(=O)(=O)Nc2nccs2)cc1	-9%	3%	-2%	i	0.8	0.8%	-12%	-5%	0.2	54	-2%

Full records, looked up by structure.
CCOC(=O)C(=CNc1ccc(NC2=NCC(C)S2)cc1)C(=O)OCC (configuration not stated) across the screens: Rac1 GTP hydrolysis = 11%; Siah-1 displacement = 8%; GPR35 arrestin U2OS = -3%; Myeloid diff MLP = i; Myeloid diff MLP GFP+ MAC1+ % = 0.7; HIV fusion peptide = -3.2%; GPR55 antagonists = 4%; PhoP inhibition = 8%; NTR1 ag = ·; NTR1 ag cell count 20 µM = ·; LYP inhibition = 10%
CC(C)C(NC(=O)C12CC3CC(CC(C3)C1)C2)C(=O)O (configuration not stated) across the screens: Rac1 GTP hydrolysis = 8%; Siah-1 displacement = 2%; GPR35 arrestin U2OS = -4%; Myeloid diff MLP = i; Myeloid diff MLP GFP+ MAC1+ % = 1.8; HIV fusion peptide = -0.3%; GPR55 antagonists = -7%; PhoP inhibition = 9%; NTR1 ag = 0.8; NTR1 ag cell count 20 µM = 68; LYP inhibition = -11%

Continued:
SMILES	Rac1 GTP hydrolysis	Siah-1 displacement	GPR35 arrestin U2OS	Myeloid diff MLP	Myeloid diff MLP GFP+ MAC1+ %	HIV fusion peptide	GPR55 antagonists	PhoP inhibition	NTR1 ag	NTR1 ag cell count 20 µM	LYP inhibition
O=C(NCCCn1ccnc1)/C(=C/c1ccc(Cl)cc1)NC(=O)c1ccccc1	5%	2%	-6%	i	0.3	2.9%	-2%	-4%	1.4	50	-9%
COc1ccc(C2c3c(ncn(CCN4CCOCC4)c3=N)Oc3ccc4ccccc4c32)cc1 (configuration not stated)	10%	4%	-13%	i	1.4	-2.9%	44%	-4%	6.9	75	-10%
CC(C)N(CCNCc1nnc(-c2ccccc2)o1)C(C)C	31%	0%	9%	i	1.6	0.0%	12%	8%	0.0	52	-6%
Cc1cccc(C(=O)NC2CC3CCCC(C2)N3S(=O)(=O)c2ccccc2)c1 (configuration not stated)	4%	-1%	5%	i	0.9	-1.1%	12%	-1%	1.1	57	-4%
CCN(CC)c1ccc(NC(=O)c2cc(OC)cc(OC)c2)c(C)c1	28%	2%	-8%	·	·	1.1%	-20%	-6%	2.0	57	-9%
Fc1ccc(Cn2nnc(-c3ccc(Cl)cc3)n2)cc1	-3%	-5%	5%	i	0.9	2.0%	-10%	-6%	1.4	71	-4%
Cc1ccc(S(=O)(=O)N(C)C)cc1NC(=O)c1ccncc1	6%	-6%	0%	i	0.8	-0.4%	-19%	2%	0.1	42	-2%
Cc1ccc(CC(=O)N2CC(C)OC(C)C2)cc1 (configuration not stated)	0%	-4%	-1%	i	0.5	-2.9%	12%	-6%	-1.6	96	-8%
Cc1ccc(OCc2nnc(SCC(=O)c3cccs3)n2-c2ccccc2)cc1C	4%	5%	1%	i	1.7	-0.8%	8%	-3%	5.2	58	6%
FC(F)(F)c1ccc2c(c1)nc1n2CCCC1	0%	0%	2%	i	0.5	-2.7%	-4%	6%	-3.5	85	-3%
O=C(c1ccc2snnc2c1)N1CCN(c2ccccn2)CC1	8%	2%	4%	i	0.5	54%	11%	-10%	0.0	34	8%
O=[N+]([O-])c1c(NCCO)cc(N2CCN(Cc3ccc4c(c3)OCO4)CC2)c2nonc12	7%	-2%	-8%	i	0.5	-3.4%	12%	8%	4.9	23	-10%
OCCCn1c(-c2ccccc2)n[nH]c1=S	6%	2%	18%	i	0.4	0.1%	4%	1%	0.2	83	-4%
CC(Oc1cccc(Cl)c1)C(=O)Nc1cc(S(=O)(=O)N2CCOCC2)ccc1N1CCCC1 (configuration not stated)	5%	·	·	i	1.8	·	·	-1%	-1.0	58	·
O=C1C(NS(=O)(=O)c2ccccc2)=C(N2CCN(c3ccc(F)cc3)CC2)C(=O)c2ccccc21	17%	-1%	-6%	i	1.2	-3.1%	21%	-4%	16	66	-2%
CCn1cnc2cc(NCc3cccc(OC)c3O)ccc21	?	3%	0%	i	9.0	-0.4%	-4%	8%	0.6	65	-4%
c1ccc(-n2ncc3c(NCc4cccs4)ncnc32)cc1	0%	-1%	1%	i	1.5	0.9%	-5%	6%	1.0	78	-3%
COc1ccccc1N(CC(=O)NC1CCCC1)C(=O)c1csnn1	0%	-1%	5%	i	2.8	-0.9%	6%	-1%	0.9	72	-5%
Cc1ccc(C)c(S(=O)(=O)N2CCN(C(=O)C3CCN(C(=O)c4ccc(F)cc4)CC3)CC2)c1	6%	·	·	i	0.9	·	·	-7%	-0.8	57	·
Cc1cccc(NC(=O)N2CCCC2C(=O)NCc2ccccc2)c1 (configuration not stated)	4%	-1%	0%	i	0.2	-1.3%	27%	4%	0.0	68	-12%
CCCCn1nnc(NC(=O)c2ccc(-c3cccc([N+](=O)[O-])c3)o2)n1	·	5%	7%	·	·	-2.3%	18%	-8%	2.6	38	2%
CCOC(=O)c1c(OCCO)nn(-c2ccc(Cl)cc2)c1N	4%	6%	-22%	i	0.2	-0.9%	5%	0%	0.9	50	0%
Cc1ccc(C(CNS(=O)(=O)c2ccc([N+](=O)[O-])cc2)N2CCN(C)CC2)cc1 (configuration not stated)	8%	·	·	i	0.6	·	·	-1%	2.3	60	·
Cn1c(Cc2ccccc2)nnc1SCC(=O)Nc1ccc2c(c1)OCO2	7%	-2%	-2%	i	0.8	-2.0%	12%	23%	-1.3	85	-6%
